PNC inhibitor: inhibitors of perinucleolar compartment assembly | PC3M PTB-GFP, PNC prevalence imaging, 16 h; stronger effect = lower value | activity change (PNC), negative = inhibition, % at 10 µM | 140,000 tested, 3.1% active;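 active means readout at or below -70, meaning at least 70% loss of cells showing the perinucleolar compartment, a nuclear body marking cancer cells; inconclusive means readout between -30 and a set limit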;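 further: plate controls were DMSO wells for no effect and camptothecin positive control wells for full effect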
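PC3M cells stably expressing PTB-GFP, 750–1000 cells/well, treated 16 h at 37 °C with compound (23 nl of library stock), in duplicate. After paraformaldehyde fixation and Hoechst stain, imaged at 20x; PNC prevalence scored by image analysis.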
15-hLO-2 inh: blocks human 15-lipoxygenase 2 activity; O15296; purified 15hLO-2, xylenol orange hydroperoxide absorbance; Potency, µM (series often up to 57.1 µM), for the others: at the highest dose activity change, negative = inhibition, most hits filed as inhibitors; 110,000 tested, 0.56% active; further: potency means the concentration at half of the fitted maximal effect; nearly all actives have a fitted effect of over 60% in size; many of its hits are not listed in these tables
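Read-out: hydroperoxide product oxidises ferrous iron, measured as xylenol orange complex via the 573-to-405 nm absorbance ratio after 30 min. Reaction: 50 nM enzyme, 15 min compound preincubation, 45 uM arachidonic acid, 90 min RT, Hepes pH 7.5 with Triton X-100.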
12-hLO inh: 12-hLO (ALOX12) enzyme inhibition; P18054; purified 12-hLO, xylenol orange hydroperoxide absorbance; Potency, µM (titrated, usually from 57.1 µM), inactives show at the highest dose activity change, negative = inhibition, actives largely listed as inhibitors; 150,000 tested, 0.12% active; further: potency means the concentration at half of the fitted maximal effect; nearly all actives have a fitted effect of over 55% in size; many of its hits are not listed in these tables
Target sequence (P18054 whole entry, looked up): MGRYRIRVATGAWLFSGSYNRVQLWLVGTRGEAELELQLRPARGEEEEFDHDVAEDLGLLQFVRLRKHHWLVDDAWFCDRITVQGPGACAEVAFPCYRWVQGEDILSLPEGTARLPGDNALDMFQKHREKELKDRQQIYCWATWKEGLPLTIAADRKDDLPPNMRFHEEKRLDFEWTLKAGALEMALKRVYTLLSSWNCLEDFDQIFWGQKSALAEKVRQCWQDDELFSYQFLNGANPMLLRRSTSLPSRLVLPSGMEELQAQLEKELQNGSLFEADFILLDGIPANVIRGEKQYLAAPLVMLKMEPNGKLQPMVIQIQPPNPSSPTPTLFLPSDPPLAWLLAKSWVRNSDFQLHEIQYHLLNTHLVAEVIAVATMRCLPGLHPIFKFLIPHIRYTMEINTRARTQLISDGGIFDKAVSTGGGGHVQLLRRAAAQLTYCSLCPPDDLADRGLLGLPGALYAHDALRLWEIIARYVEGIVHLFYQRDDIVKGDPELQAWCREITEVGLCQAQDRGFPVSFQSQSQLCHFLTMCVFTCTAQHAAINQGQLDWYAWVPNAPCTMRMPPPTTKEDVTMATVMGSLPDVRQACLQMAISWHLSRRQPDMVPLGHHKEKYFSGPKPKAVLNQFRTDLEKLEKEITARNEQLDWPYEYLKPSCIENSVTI
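Purified human 12hLO (150 nM), preincubated 15 min with compound, then 40 uM arachidonic acid for 30 min, room temperature, Hepes pH 7.0 with 0.01% Triton X-100. Hydroperoxide detected by ferrous iron/xylenol orange; 573/405 nm absorbance ratio gives reaction progress.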
IMPase inh: membrane-permeable compound that blocks inositol monophosphatase. P97697. CHO-M1 cells, IP1 accumulation, HTRF TR-FRET ratio. inhibition (IP1 accumulation), % at 46.1 µM. 120,000 tested, under 10 active; active means well fitted curve in the direction sought with a large enough effect in the signal ratio, not every such curve was filed as active; inconclusive means small, poorly fitted or top-dose-only effect, or a change in a side signal; inactive means no such curve, though single readings can be large or run the other way; the % refers to the signal ratio;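 further: cells stimulated with carbachol in lithium chloride buffer; plate controls were DMSO basal wells for no effect and reference inhibitor wells for full effect; higher means more IMPase inhibition seen as more IP1 and lower FRET ratio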
Target sequence (P97697 whole entry, looked up): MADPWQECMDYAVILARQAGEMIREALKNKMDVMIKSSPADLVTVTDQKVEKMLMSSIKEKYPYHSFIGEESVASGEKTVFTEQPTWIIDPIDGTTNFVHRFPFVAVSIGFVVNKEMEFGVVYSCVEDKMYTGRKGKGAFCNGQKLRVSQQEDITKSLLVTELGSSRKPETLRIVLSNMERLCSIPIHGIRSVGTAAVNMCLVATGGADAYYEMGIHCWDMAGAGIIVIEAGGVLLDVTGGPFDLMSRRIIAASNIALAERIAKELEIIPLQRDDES
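CHO-M1 cells (CHO stably expressing M1 receptor), compound up to 46 uM final, stimulated with carbachol (50 uM as added) in buffer with 50mM LiCl, pH 7.4, 30 min at 37C. Cytosolic IP1 read by TR-FRET; AC50 from Hill fits.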
Starred values were filed as active, the others as inactive; ? = inconclusive; · = no result given; & = joins results of further samples; [ ] = another dose, or the depositor's remark. Unless noted, the call rests on the fitted dose curve; in most records, active means well fitted curve in the direction sought with a large enough effect; inconclusive means small, poorly fitted or top-dose-only effect, or another doubt; inactive means no such curve, though single readings can be large; an effect the other way counts as inactive or inconclusive. Unless noted, on the % scale 0 is the no-effect control and ±100 the full control effect. A portion of the library; the hit share may differ from the screen's.

| molecule | PNC inhibitor | 15-hLO-2 inh | 12-hLO inh | IMPase inh |
| --- | --- | --- | --- | --- |
| COc1ccc(NC(=O)C(NC(C)=O)C(=O)NCc2ccccc2Cl)cc1 (configuration not stated) | ? | 4% | 2% | 0 |
| O=C(CSCc1c(Cl)cccc1Cl)NCc1ccco1 | -15 | · | -3% | 7 |
| COC(=O)c1cccc(S(=O)(=O)N2CCC(C)CC2)c1 | 24 | -9% | 0% | 8 |
| Cn1c(SCC(=O)NCC2CCCO2)nnc1-c1ccc(S(=O)(=O)N2CCCC2)cc1 (configuration not stated) | 2 | 13% | -1% | 6 |
| COc1cc(OC)cc(-c2ncc3ccccn23)c1 | 10 | · | -16% | 1 |
| Cc1ccccc1NC(=O)c1ccc2c(c1)C(=O)N(CCC(C)C)C2=O | 12 | 0% | -1% | 1 |
| CCOC(=O)C1CCN(C(=O)c2sc3nc(C)nc(N4CCC(C)CC4)c3c2C)CC1 | 41 | · | 9% | 1 |
| O=c1cc(O)c2c(=O)n(C3CCCCC3)c3ccccc3c2o1 | 16 | -14% | -22% | -4 |
| COCCCN=C1NN=C(c2cc(C)n(-c3ccccc3)c2C)CS1 | ? | · | -14% | · |
| O=C(Nc1ccn(Cc2c(F)c(F)cc(F)c2F)n1)c1ccc(COc2ccc(Cl)cc2Cl)o1 | ? | -1% | -25% | 5 |
| CCOC(=O)C(CCCOc1cccc(OC)c1)C(=O)OCC | -17 | 3% | -3% | -2 |
| Cn1c(SCC(=O)NCc2ccc3c(c2)OCO3)nc2scc(-c3cccs3)c2c1=O | -23 | -20% | -11% | 8 |
| CCOC(=O)C1CCN(S(=O)(=O)Cc2ccccc2)CC1 | ? | 5% | -1% | 1 |
| CC(CCC(=O)O)C1CCC2C3CC[C@@H]4CCCC[C@@]4(C)C3CC[C@@]12C (some centres not stated) | · | -1% | 1% | · |
| CC1(C)CC(=O)C(C=NCc2cccnc2)=C(O)C1 | 7 | 4% | -1% | -13 |
| CCOC(=O)c1cc2sc(C)cc2n1CC(=O)N1CCc2ccccc21 | 52 | -5% | -2% | -6 |
| CCC(=O)N1CCCn2c1nc1ccccc12 | ? | · | 3% | -4 |
| Cc1cc(C(=O)N2CCN(C(=O)C3CCCO3)CC2)no1 (configuration not stated) | -1 | 2% | 1% | -10 |
| COc1ccc(Cl)c(Cn2c(NCc3ccco3)nc3c2c(=O)n(C)c(=O)n3C)c1 | -9 | -3% | -26% | 15 |
| COc1ccc2c(c1)CC(C1(O)C(=O)Nc3ccccc31)C2=O (configuration not stated) | 11 | 1% | -2% | 2 |
| Cc1cccc(-c2nc(CSc3nc4c(c(=O)[nH]3)CCC4)c(C)o2)c1 | 56 | · | -3% | · |
| CC(=O)Oc1c(-c2ccccc2)oc2c(CC=C(C)C)c3c(c(OC(C)=O)c2c1=O)C=CC(C)(C)O3 | · | -7% | -2% | · |
| COC(=O)[C@@H](NC(=O)O[C@@H]1C(=O)c2cc(Br)ccc2O[C@H]1c1cccc(OC)c1)C(C)C | ? | · | -8% | · |
| COc1ccc(NC(=O)N2CC3(CCN(C(=O)c4cccn4C)CC3)C2)cc1 | · | -4% | -1% | · |
| COc1ccc(-c2ncncc2-c2csc(C)n2)c(O)c1 | -13 | -1%[2.29 µM] | 2% | 8 |
| CCOC(=O)c1[nH]c(C)c(CN(CCc2ccccc2)S(C)(=O)=O)c1C | ? | 5% | 0% | 5 |
| CC(=O)OC(C(=O)n1nc(C)cc1C)c1ccccc1 (configuration not stated) | 14 | 1% | -4% | 15 |
| COc1ccc2c(c1)c1ncn(CCN3CCNCC3)c(=O)c1n2C | ? | 20% | 2% | -5 |
| CC(=O)CCc1ccc(OC(=O)c2cccnc2)cc1 | -100* | · | -2% | -1 |
| c1ccc(-c2cnnc(N3CCCCC3)n2)cc1 | 7 | -12% | -4% | 5 |
| O=C(NCC(=O)N(Cc1ccccc1)C(C(=O)NC1CCCC1)c1ccncc1)c1ccco1 (configuration not stated) | -16 | · | 2% | 3 |
| CC(OC(=O)C1CCCCC1)c1nc2ccccc2[nH]1 (configuration not stated) | ? | · | 2% | · |
| Cc1nc2ncnn2c(C)c1Cc1ccc(Cl)cc1 | -13 | -6% | 0% | -6 |
| CCc1ccccc1NC(=S)N(CCCN1CCOCC1)Cc1ccccn1 | 16 | · | -1% | · |
| CCN1CCN(C(=S)Nc2ccc3nc(N4CCN(CC)CC4)cc(C)c3c2)CC1 | -14 | · | 4% | · |
| Cc1c(C(=O)OC2CCCCC2)[nH]c2c1C(=O)CC(C)(C)C2 | -14 | 3% | -2% | -17 |
| Cc1ccc(S(=O)(=O)/N=C(\Nc2cccc(C)c2)Nc2nc(C)cc(C)n2)cc1 | -7 | · | 3% | · |
| CSc1nc2ccc(S(=O)(=O)NC3CCCCC3)cc2s1 | 3 | -12% | -6% | 2 |
| Cn1nnnc1SCc1nnc(-c2ccc(F)cc2)o1 | ? | -4% | -4% | -9 |
| Cc1ccc(C(=O)/C=C/c2ccccc2)o1 | 0 | -1% | -1% | -3 |
| O=C1C2CSCN2C(=O)CN1CCCN1CCN(C(c2ccccc2)c2ccccc2)CC1 (configuration not stated) | 27 | · | 7% | · |
| O=C(NCC1CCCO1)c1onc(CSc2ccc(Cl)cc2)c1C(=O)O (configuration not stated) | 89 | 1% | 5% | -3 |
| C=CCSc1nsc(N)n1 | 0 | -3% | 4% | 5 |
| CC(C(=O)N1CCOCC1)c1ccc([N+](=O)[O-])cc1 (configuration not stated) | 65 | · | 4% | · |
| CNc1nc(-c2ccc(Cl)cc2)cs1 | ? | -17% | -5% | 4 |
| CC1(C)Cc2c(c(N3CCOCC3)nc3sc(C(=O)N4CCCCC4)c(N)c23)CO1 | 1 | · | -4% | -5 |
| Cc1ccccc1CS(=O)(=O)Cc1ccc(C(=O)NCc2cccnc2)o1 | 0 | 5% | 3% | -2 |
| COC(=O)c1[nH]c2c(c1C)C(=O)CC(c1cc(OC)ccc1OC)C2 (configuration not stated) | ? | -1% | 0% | ? |
| COc1ccc(-c2cc(C(F)(F)F)nc(SCC(=O)NCc3ccco3)n2)cc1OC | ? | · | 5% | -20 |
| Cc1ccc(C(=O)NCc2ccc3c(c2)OCO3)cc1S(=O)(=O)N1CCOCC1 | 4 | 0% | -5% | 3 |
| CC(C)C(=O)NC(=S)Nc1ccc(S(=O)(=O)N2CCCC2)cc1 | -20 | · | -3% | · |
| Clc1ccc(OCCCc2nc(-c3cccnc3)no2)c(Cl)c1 | 8 | 34%[activator] | -14% | 1 |
| CC1CCN(S(=O)(=O)c2ccc(C(=O)Nc3sccc3C(N)=O)cc2)CC1 | -20 | 3% | -3% | 3 |
| CC(CCc1ccccc1)NC(=O)c1nnc(Cc2ccc(F)cc2)o1 (configuration not stated) | 23 | · | -5% | · |
| COc1ccccc1C1C([N+](=O)[O-])=CC([N+](=O)[O-])=CN1C (configuration not stated) | ? | · | -1% | · |
| CC(CCc1ccccc1)NC(=O)Cc1ccc([N+](=O)[O-])cc1 (configuration not stated) | -17 | · | -3% | · |
| CC(C)COc1ccc(/C(O)=C2/C(=O)C(=O)N(CCN(C)C)C2c2ccncc2)cc1 (configuration not stated) | ? | 0% | -4% | 0 |
| CCOC(=O)c1cnn(-c2ccc(C(F)(F)F)cn2)c1N | 16 | -2% | -5% | -5 |
| CC(C)(C)NC(=O)CSc1nsc(SCC(=O)NC(C)(C)C)c1C#N | 25 | 1% | -4% | 8 |
| NC(=S)Nn1c(-c2ccccc2)nc2ccccc2c1=O | 31 | · | -3% | · |

(list continues)
| molecule | PNC inhibitor | 15-hLO-2 inh | 12-hLO inh | IMPase inh |
| --- | --- | --- | --- | --- |
| CC1CCCN(C(=O)CN2CCN(C(=O)c3ccco3)CC2)C1 (configuration not stated) | ? | -2% | 6% | -3 |
| CCOC(=O)C1CCN(c2c(NCc3ccc(C(=O)NCCOC)cc3)c(=O)c2=O)CC1 | 4 | -11% | -3% | 4 |
| CCOC(=O)c1ccc(NC(=O)CC2SC(=NC)N(C)C2=O)cc1 (configuration not stated) | ? | -8% | 1% | -9 |
| O=C(CSc1nnc(-c2ccc(Cl)cc2)n1Cc1ccco1)NCc1ccc2c(c1)OCO2 | 12 | 1% | -12% | 9 |
| CC(=O)Nc1cc(OC(C)=O)c2nonc2c1OC(C)=O | -16 | -9% | -26% | 17 |
| COc1cccc(NC(=O)CN(C)C(=O)COc2ccc3ccccc3c2)c1 | 0 | · | -2% | -3 |
| COC(=O)c1cc(OC)c(OC)cc1NC(=O)Nc1ccc(OC)cc1 | -18 | 8% | -4% | 2 |
| Cc1cc([N+](=O)[O-])nn1CC(=O)Nc1ccc(Cc2ccncc2)cc1 | -6 | · | 0% | · |
| C=CCc1cc(Cl)ccc1OCCNCCCOC | 11 | · | -2% | · |
| COc1ccccc1N1CCN(C(=O)C(=O)N/N=C/c2cccc(O)c2)CC1 | -2 | 2% | -3% | -4 |
| Cc1sc2nc(CSc3ccccc3)nc(NCCN(C)C)c2c1C | 32 | · | 12% | · |
| CCC(=O)N1c2ccccc2NC2=C(C(=O)CC(c3ccco3)C2)C1c1ccco1 (configuration not stated) | 47 | 6% | -4% | 6 |
| CNC(=O)C1CCC(=O)N1Cc1ccccc1Cl (configuration not stated) | ? | -1% | -3% | 0 |
| O=S(=O)(NCC(c1cccnc1)N1CCN(c2ccccc2)CC1)c1cc(F)ccc1F (configuration not stated) | -23 | 9% | 2% | 8 |
| Cc1cc(-c2cccs2)c2c(N)c(C(=O)c3ccc4c(c3)OCO4)sc2n1 | -22 | · | -5% | -12 |
| C/C(=N\N=C(/N)SC1CC(=O)N(c2ccc(Br)cc2)C1=O)c1cccs1 (configuration not stated) | 106 | 17% | -4% | 3 |
| O=C(CSc1nnc(CCCN2C(=O)c3cccc4cccc(c34)C2=O)n1-c1ccccc1)N1CCN(CCO)CC1 | -4 | · | 1% | 11 |
| COc1ccc(F)cc1S(=O)(=O)NCc1ccccc1 | 5 | · | -2% | · |
| O=C(CNC(=O)c1ccco1)NCC(=O)OCc1ccc(C(=O)Oc2ccc(Cl)cc2)cc1 | 28 | -4% | 4% | 7 |
| CC1CC(Nc2ccccc2)=NC1(C)C (configuration not stated) | 65 | · | -10% | · |
| C[C@@H]1C=C[C@](Cc2ccccc2)(C(=O)NCC2CC2)N1C(=O)c1ccccc1 | 54 | -3% | 10%&0% | · |
| CC(C)n1nnnc1-c1cccc(Cl)c1 | ? | -3% | 0% | 4 |
| CCOC(=O)C1=C(C)Nc2ncnn2C1/C=C/c1ccccc1 (configuration not stated) | -11 | 10% | -9% | -2 |
| COc1ccc(OC)c(NC(=O)CC2SC(=Nc3ccccc3)N(CCc3ccccn3)C2=O)c1 (configuration not stated) | ? | · | 1% | · |
| C[C@@H](O)[C@@H]1NC(=O)c2cc([N+](=O)[O-])cc(I)c2NCC[C@@H](C(N)=O)NC(=O)CNC1=O | 23 | · | -1% | · |
| CCC(C)(C)n1nnnc1C(c1cc2cc(C)cc(C)c2[nH]c1=O)N1CCCC1 (configuration not stated) | ? | · | 7% | -14 |
| COc1cc2c(c(OC)c1)C(c1cccc(OC)c1OC)CC(=O)N2 (configuration not stated) | 3 | · | 1% | -15 |
| O=C(Nc1cccc(Cl)c1)NC1(C(=O)NCc2cccs2)CCCCC1 | ? | -16%[11.4 µM] | -2% | -7[1.84 µM] |

Looked up by compound from the list above:
| molecule | PNC inhibitor | 15-hLO-2 inh | 12-hLO inh | IMPase inh |
| --- | --- | --- | --- | --- |
| CCC(=O)N1c2ccccc2NC2=C(C(=O)CC(c3ccco3)C2)C1c1ccco1 (configuration not stated) | 47 | 6% | -4% | 6 |
| COC(=O)c1cccc(S(=O)(=O)N2CCC(C)CC2)c1 | 24 | -9% | 0% | 8 |
